# Assay outcomes as filed in PubChem BioAssay.
# XIAP antagonists: XIAP antagonists, biochemical, IAP family, fluorescence polarization (AID 1018); XIAP BIR domain, fluorescence polarization peptide displacement; higher % means a stronger effect; one-dose displacement, % at 20 µM; IC50 in µM for titrated hits; E3 ubiquitin-protein ligase XIAP (Homo sapiens); actives 0.007% (n = 200,000); in the data active = displacement above about 50%; also: a part of the inactive calls stands beside numbers as strong as those of hits
# TNAP activators: human TNAP enzyme activators, primary screen, biochemical, luminescent, no phosphate acceptor, uHTS (AID 1001); activation fold at 20 µM, or EC50 in µM where a hit was titrated; Alkaline phosphatase, tissue-nonspecific isozyme (Homo sapiens); actives 0.03% (n = 200,000); purified TNAP, luminescent activation assay, no phosphate acceptor; higher activation fold means a stronger effect; in the data active = activation fold from about 3, or a potency from the dose series; inactive = the rest, 99 in 100 with activation fold below about 1.6; also: many of its hits are not listed in these tables
# LYP phosphatase: inhibitors of LYP phosphatase, biochemical, fluorescence intensity, uHTS (AID 1779). Tyrosine-protein phosphatase non-receptor type 22 (Homo sapiens). recombinant LYP phosphatase, fluorescence intensity; higher % means a stronger effect. actives 0.054% (n = 290,000). one-dose inhibition, % at 11.5 µM; IC50 in µM for titrated hits;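 also: plate controls were vehicle with enzyme for no effect and no enzyme for full effect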
# M1AAP inhibition: P. falciparum M1AAP inhibitors, biochemical, fluorogenic H-Leu-NHMec substrate, 1536-well (AID 1445); Aminopeptidase N (Plasmodium falciparum (isolate 3D7)); recombinant M1AAP, H-Leu-NHMec fluorogenic kinetic assay; higher % means a stronger effect; one-dose inhibition, % at 30 µM; IC50 in µM for titrated hits; actives 0.42% (n = 220,000);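 active = primary inhibition above the hit cutoff, then over 50% inhibition at one or more dose response concentrations, cut at about 23% in these data, passing the limit was not always enough; inconclusive = conflicting primary data, or primary hits not chosen for dose response; inactive = low primary inhibition, or under 50% at every dose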;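 also: plate controls were DMSO full reaction for no effect and no enzyme background for full effect; strong numbers were not always called active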
# human PMI inhibitors: human PMI inhibitors, high substrate, primary screen, biochemical, fluorescence intensity, high mannose 6-phosphate (AID 1220); recombinant PMI enzyme, coupled fluorescence intensity; higher % means a stronger effect; actives 0.66% (n = 190,000); Mannose-6-phosphate isomerase (Homo sapiens); one-dose inhibition, % at 20 µM; IC50 in µM for titrated hits
# Myeloid diff 2: induction of myeloid progenitor differentiation, primary screen, cell-based, flow cytometry, MLPCN library. calls only at 10 µM. AID 624256, 2012. ER-HoxA9 myeloid progenitors, lysozyme-GFP differentiation. actives 1% (n = 360,000);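 active = normalized GFP-positive differentiation at or above the plate's own cutoff, the solvent-only control mean plus 3 SD; inconclusive = no clear call, values can overlap the other calls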;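 also: cells exposed to compound for four days before flow analysis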
# M17LAP inhibition: P. falciparum M17LAP inhibitors, primary screen, biochemical, fluorogenic H-Leu-NHMec substrate, 1536-well (AID 1619) | Leucine aminopeptidase (Plasmodium falciparum (isolate 3D7)) | recombinant M17LAP, H-Leu-NHMec fluorogenic kinetic assay; higher % means a stronger effect | actives 0.38% (n = 220,000) | inhibition, % at 30 µM, or IC50 in µM where a hit was titrated;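 active = compound inhibiting the enzyme by more than half at any dose during confirmatory dose-response retesting; inconclusive = strong single-dose inhibitors picked by rank but not retested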;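 also: plate controls were full reaction with DMSO carrier for no effect and no enzyme background for full effect; strong numbers were not always called active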
# ER stress rescue: rescue of cells from ER stress-induced death, primary screen, 384-well, CSM14.1, thapsigargin, ATP luminescence (AID 1222). CSM14.1 thapsigargin-induced death rescue, ATP luminescence; higher % means a stronger effect. cellular ATP content (survival), % at 20 µM, or EC50 in µM where a hit was titrated. 190,000 tested, under 10 active;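 active = EC50 below 50 µM in the dose-response confirmation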;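 also: death triggered by thapsigargin at about 15 µM added after 2 h compound pretreatment; cell ATP read after overnight thapsigargin exposure of roughly 18 to 22 hours; normalized against plate controls of thapsigargin alone and 5% DMSO vehicle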
# human PMI inhibition: inhibitors of human PMI, primary screen, biochemical, fluorescence intensity, coupled assay (AID 1209) | Mannose-6-phosphate isomerase (Homo sapiens) | purified PMI enzyme, coupled fluorescence intensity; higher % means a stronger effect | inhibition, % at 20 µM, or IC50 in µM where a hit was titrated | actives 0.42% (n = 190,000);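 also: plate controls were DMSO vehicle for no effect and wells lacking substrate for full effect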
# Myeloid diff 2 GFP+ MAC1+ %: second read-out of Myeloid diff 2, no call of its own (marks repeat the call); GFP+ MAC1+ double positive, %; measured here: differentiation confirmed by MAC1 staining
# * = called active by the depositor; i = inactive; u = inconclusive; x = no result given. Rule as the data show it, unless noted: active = inhibition above about 50%; inactive = the rest.
SMILES,XIAP antagonists,TNAP activators,LYP phosphatase,M1AAP inhibition,human PMI inhibitors,Myeloid diff 2,Myeloid diff 2 GFP+ MAC1+ %,M17LAP inhibition,ER stress rescue,human PMI inhibition
Cc1cccc(NC(=S)N(Cc2cccs2)Cc2cc3cc(C)cc(C)c3[nH]c2=O)c1,-4.1%,1.2,7%,6%,-9%,i,0.5,8%,0.4%,8%
CN(C)S(=O)(=O)c1cccn1-c1ncc(C(F)(F)F)cc1Cl,-3.1%,1,-5%,4%,-4%,i,0.9,10%,0.3%,-5%
Cc1cc(C)nc(NC(=S)Nc2cccc(F)c2)c1,x,x,-2%,12%,x,i,0.2,-5%,x,x
CC1N(O)C(C)(C)C(c2ccccc2)=[N+]1[O-] (stereo not drawn),-8.0%,1,-3%,4%,-7%,i,2.9,-6%,1.8%,-10%
FC(F)Sc1ccc(-n2cc(-c3ccc(Cl)cc3)[n+]3c2CCC3)cc1,-0.6%,1,-7%,0%,5%,i,0.5,-2%,0.3%,18%
COC(=O)CCC(=O)OC1(C)C(=O)C=C2C=C(C3CC3)N(Cc3ccc4c(c3)OCO4)C=C2C1=O (stereo not drawn),x,x,-6%,8%,x,i,1.8,2%,x,x
OCC#Cc1ncc(C(F)(F)F)cc1Cl,-5.3%,1.1,-9%,1%,-15%,i,1.2,4%,-0.9%,-8%
Cc1cc(NS(=O)(=O)c2ccc(NC(=S)NC(=O)c3cccnc3)cc2)no1,-1.6%,1.2,0%,1%,-4%,i,0.7,10%,0.7%,0%
COc1ccc(Nc2nc(N)nc(CSc3nnc(C)s3)n2)cc1,-1.1%,1.1,-7%,-6%,-8%,i,1.2,-4%,-1.7%,-6%
O=C(NCCCn1ccnc1)c1cc([N+](=O)[O-])cc([N+](=O)[O-])c1,-7.3%,1.1,-2%,0%,-11%,i,0.3,11%,-2.2%,-7%
CCn1cc(C(=O)NCC(C)C)c(=O)c2cc(F)c(N3CCN(C)CC3)cc21,x,x,-7%,-1%,x,i,0.2,4%,x,x
CCCCN(CC)S(=O)(=O)c1ccc(C(=O)Nc2nnc(CSC)o2)cc1,-3.8%,1,-7%,-20%,-13%,i,0.9,-6%,-1.8%,-14%
CCOc1nc(SC(C(C)=O)C(=O)Nc2ccccc2)nc(N(C)C)n1 (stereo not drawn),-4.7%,1.1,-9%,7%,-18%,x,x,17%,-3.2%,-4%
CC(C(=O)NCc1ccccc1)N1C(=O)C2CC=C(Cl)CC2C1=O (stereo not drawn),-9.1%,1.1,-3%,4%,14%,i,0.5,22%,-1.4%,14%
CC(NC(=O)Cc1ccccc1)c1cc2c(cc1Br)OCCCO2 (stereo not drawn),-9.6%,1,-4%,1%,7%,i,0.7,-6%,-0.4%,13%
Cc1ccc(Nc2nc(C(=O)NCC3CCCO3)cs2)cc1 (stereo not drawn),x,x,-10%,-3%,x,i,0.8,-1%,x,x
C=CCn1c(COc2ccccc2)nnc1SCC(=O)C(C)(C)C,-0.7%,1.1,4%,-4%,-15%,i,0.7,-2%,x,-10%
COC(=O)N/N=C/c1cc(OC)c(O)c([N+](=O)[O-])c1,2.3%,1,-10%,14%,12%,i,0.6,36%,-5.2%,-10%
Cc1ccccc1-c1nnc(SCCOc2ccc3c(C)cc(=O)oc3c2)o1,-4.7%,1,-4%,6%,19%,i,0.6,-2%,5.1%,23%
COc1ccc(-c2ccc(-c3nnn(CC(=O)N4CCOCC4)n3)cc2)cc1,-2.3%,1.1,-10%,3%,-4%,i,0.8,8%,0.2%,-5%

# No new results follow: four of the compounds above.
SMILES,XIAP antagonists,TNAP activators,LYP phosphatase,M1AAP inhibition,human PMI inhibitors,Myeloid diff 2,Myeloid diff 2 GFP+ MAC1+ %,M17LAP inhibition,ER stress rescue,human PMI inhibition
Cc1cccc(NC(=S)N(Cc2cccs2)Cc2cc3cc(C)cc(C)c3[nH]c2=O)c1,-4.1%,1.2,7%,6%,-9%,i,0.5,8%,0.4%,8%
CN(C)S(=O)(=O)c1cccn1-c1ncc(C(F)(F)F)cc1Cl,-3.1%,1,-5%,4%,-4%,i,0.9,10%,0.3%,-5%
Cc1cc(C)nc(NC(=S)Nc2cccc(F)c2)c1,x,x,-2%,12%,x,i,0.2,-5%,x,x
CC1N(O)C(C)(C)C(c2ccccc2)=[N+]1[O-] (stereo not drawn),-8.0%,1,-3%,4%,-7%,i,2.9,-6%,1.8%,-10%

# (more compounds)
SMILES,XIAP antagonists,TNAP activators,LYP phosphatase,M1AAP inhibition,human PMI inhibitors,Myeloid diff 2,Myeloid diff 2 GFP+ MAC1+ %,M17LAP inhibition,ER stress rescue,human PMI inhibition
Cc1cccc(NC2=C(NCCO)C(=O)c3ccccc3C2=O)c1,-15%,1,-11%,3%,49%,i,0.3,2%,-0.4%,13%
COc1ccc(/C=N/NC(=O)c2nc(Cl)c(Cl)c(N)c2Cl)cc1COc1ccccc1F,4.6%,1.1,-4%,5%,5%,i,0.5,-17%,0.7%,-6%
COc1ccc(CN2CCOCC2)cc1,-3.2%,1.1,-15%,10%,-8%,i,0.8,-4%,3.3%,-4%
CCOc1ccc(-n2nc3c(=S)[nH]nc(C)c3c2C)cc1,0.0%,1,0%,-1%,-10%,i,0.5,5%,-0.6%,-20%
CCC(C)n1c(SC(C)C#N)nc2ccccc2c1=O (stereo not drawn),-1.0%,1.1,-5%,1%,0%,i,4.4,7%,1.9%,0%
O=C(Nc1ccc2c(c1)OCO2)c1cnc2n(c1=O)CCS2,-5.8%,1,-2%,-4%,28%,i,0.4,5%,-0.9%,8%
CCN(CC)C(=O)c1cc2cc([N+](=O)[O-])ccc2s1,-4.0%,1.1,-10%,0%,2%,i,0.9,9%,-0.9%,2%
COc1ccc(S(=O)(=O)Cc2ccc(C(=O)N3CCN(c4ccccc4F)CC3)o2)cc1,-1.2%,0.9,-11%,1%,0%,i,2.3,-6%,0.4%,-5%
Cc1cc(NC(=O)c2cc(-c3ccccc3C)nc3ccccc23)no1,-1.2%,1.1,0%,6%,9%,i,0.6,7%,0.6%,2%
CN1/C(=C\C(=O)COC(=O)c2ccc(O)c(O)c2)C(C)(C)c2ccccc21,-13%,0.8,0%,6%,-19%,x,x,16%,2.4%,2%
Cc1cc(CNC(=O)c2cccc([N+](=O)[O-])c2)c2ccccc2n1,-13%,1.1,-12%,3%,-3%,i,0.1,25%,-1.9%,-1%
CCCNC(=O)C(=O)Nc1ccc(N(C)C)cc1,-0.4%,1.1,-4%,4%,12%,i,0.4,20%,-2.2%,2%
COc1ccc(C(=O)N2CCCC2)cc1S(=O)(=O)N1CCC(C)CC1,1.4%,1,-7%,3%,6%,i,0.8,-13%,-0.7%,1%
COc1ccccc1-n1c(C)cc(C=O)c1C,-10%,1.2,-1%,4%,1%,i,0.3,-2%,-0.6%,3%
CC(=Nc1ccc(C)c(C)c1)C1=C(O)CSC1=O,-2.9%,1.1,-6%,9%,8%,i,0.5,9%,1.9%,-6%
O=C(Nc1ncc(Cc2cc(Cl)ccc2Cl)s1)c1ccc([N+](=O)[O-])cc1,-3.1%,1,6%,7%,5%,i,0.2,-3%,0.9%,9%
C#CC1(NC(=O)NC(C)(C)C)CCCCC1,-2.3%,1.1,-8%,1%,-6%,i,0.3,2%,-0.8%,2%
Cc1cc2c3c(c1)C(C)CC(C)(C)N3C(=O)C2=C(C#N)C#N (stereo not drawn),x,x,-5%,1%,x,i,0.4,8%,x,x
CCOC(=O)c1cnc(SC2CC(=O)N(c3ccc(C)cc3)C2=O)nc1N (stereo not drawn),-2.4%,1.1,-5%,8%,-5%,i,1.6,10%,-2.1%,4%
COc1ccccc1CNC(=O)c1c(N)n(CCCN2CCOCC2)c2nc3ccccc3nc12,-7.0%,1.1,-10%,10%,52%*,u,x,-23%,1.2%,23%
Cc1occc1-c1nnc(SCC(=O)N2CCN(c3ccccc3F)CC2)n1C,-3.1%,1.1,-4%,3%,0%,x,x,10%,-3.5%,-4%
O=C(NC(Cc1ccccc1)C(=O)O)/C(=C/c1ccco1)NC(=O)c1cccc(Br)c1 (stereo not drawn),-6.9%,1.1,0%,8%,8%,i,0.7,48%,-0.7%,-14%
O=C(CSc1nnnn1-c1ccc(Cl)cc1)N1CCc2ccccc2C1,-4.6%,1.1,11%,10%,-9%,i,7.2,-2%,-0.9%,-3%
CCOC(=O)c1c(CNc2ccncc2)n(C)c2cc(Br)c(O)cc12,-1.0%,1,-8%,1%,3%,i,0.1,-1%,-1.9%,2%
O=C(NCCc1ccc(F)cc1)c1n[nH]c2ccccc12,-4.2%,1.7,1%,4%,6%,i,0.6,6%,-0.8%,9%
COC(=O)c1c(N)sc(C(C)=O)c1C,-14%,1.2,-8%,10%,-4%,i,3.8,14%,0.0%,-4%
CCCCC(=O)NNC(=O)CC(=O)Nc1ccccc1C(=O)O,x,x,-2%,-3%,x,i,0.3,1%,x,x
Cc1ccc(S(=O)(=O)/N=C(\CSC(N)=O)Nc2ccccc2)cc1,-1.7%,1.3,-7%,4%,8%,i,0.3,72%,-3.6%,8%
O=C(O)c1c2c(nc3ccccc13)CCCCC2,0.9%,1.2,1%,-2%,-19%,i,0.5,-1%,-2.2%,-5%
CCOC(=O)C1(CCCc2ccccc2)CCN(C(=O)CCn2cncn2)CC1,-7.1%,1.1,-6%,-1%,11%,i,0.3,-18%,0.4%,7%
FC(F)(F)Oc1ccccc1-c1nnc(-c2cccc(C(F)(F)F)c2)o1,x,x,1%,-1%,x,i,0.4,-6%,x,x
Cc1ccc(C(=O)NNC(=O)OC(C)(C)C)c(Cl)c1,-1.3%,1.1,-5%,-5%,7%,x,x,-2%,4.1%,9%
COC(=O)c1ccc(/C=N/NC(=S)NC(C)C)cc1,x,x,0%,2%,x,i,0.1,7%,x,x
Fc1ccc2[nH]c3c(Cl)ncnc3c2c1,-5.3%,1.1,-12%,9%,6%,i,0.7,6%,-0.3%,6%
CC(=O)Nc1ccc(SCC(=O)Nc2cc(C)on2)cc1,-10%,1,-5%,0%,3%,i,1.0,-1%,-0.3%,-6%
